LMPTP inh: LMPTP (human) inhibition; recombinant LMPTP-A, OMFP fluorogenic substrate, fluorescence intensity; inhibition, % at 20 µM; 360,000 compounds, 0.22% hits;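 active = compounds that cut the enzyme signal by at least half of the control window in the single-dose screen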;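 also: plate controls were DMSO wells with enzyme plus substrate for no effect and substrate without enzyme for full effect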
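Assay system: LMPTP-A, protein tyrosine phosphatase of low molecular weight / Medium: pH 6.0 Bis-Tris buffer with DTT and Triton X-100 / Schedule: 50 min enzyme reaction at room temperature, protected from light / Measured by: endpoint fluorescence intensity from OMFP dephosphorylation / Read-out basis: % inhibition relative to no-enzyme and uninhibited control wells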
Rpn11 inh: Rpn11 (human) deubiquitinase inhibition; O00487; human 26S proteasome, Ub4-pepOG fluorescence polarization; 20S core pre-blocked with epoxomicin; calls only at 20 µM; 360,000 compounds, 0.59% hits; AID 588493;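 active = inhibition at 20 µM, scaled to each plate's controls, above about 33%, limit read from the data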
DNMT1 inh: DNMT1 (human) enzyme inhibition. AID 588458. inhibition (reported as % activation of signal), % at 10 µM. 360,000 compounds, 0.83% hits. DNMT1 molecular beacon, Hinp1I cleavage, fluorescence. P26358; in the data active = inhibition above about 50%
CSN inh: blocks human CSN-mediated cullin deneddylation; Q92905; Purified CSN, SCF-Nedd8-OG deneddylation, fluorescence polarization; inhibition, % at 12.5 µM; 360,000 compounds, 0.38% hits; AID 651999;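 active = pattern-corrected inhibition above about 35%, with an unprinted fluorescence ratio check between 0.5 and 1.5, limit read from the data, passing the limit was not always enough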;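 also: 0% = enzyme with substrate and 100% = substrate without enzyme; some results filed as inactive read as strong as hits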
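Schedule: reaction 90 min, room temperature / Assay system: HEK293T-derived human Csn5 enzyme / Input: Csn5 at 0.24 nM final / Measure: inhibition of Csn5 cleavage, % / Control set: substrate-only high control, full reaction low control / Technique: fluorescence polarization of the substrate / Buffer or medium: Tris/NaCl/DTT buffer, pH 7.5 / Reagent: SCFSkp2-Nedd8OG substrate at 10 nM final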
STEP inh: blocks human striatal-enriched tyrosine phosphatase | P54829 | recombinant STEP, OMFP fluorogenic substrate, fluorescence | inhibition, % at 20 µM | 360,000 compounds, 0.25% hits | AID 588621;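 active = inhibition at 20 µM, scaled per plate between control wells, above about 37%, limit read from the data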;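 also: 0% = DMSO with enzyme and substrate and 100% = substrate only without enzyme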
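medium = Bis-Tris buffer pH 6.0, 2.5 mM DTT, 0.005% Tween 20 | test system = STEP (striatal-enriched tyrosine phosphatase) enzyme, cell-free | measure = normalized % inhibition | compound dosing = 20 µM, 1% DMSO | also added = 25 µM OMFP | schedule = reaction 20 min, ambient temperature | measured by = fluorescence read at 480 nm ex / 540 nm em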
Rin1 Abl inh: blocks binding of human Rin1 to Abl. P00519+Q13671. TR-FRET Rin1/Abl binding, biochemical. inhibition, % at 7.35 µM. 360,000 compounds, 0.4% hits; in the data active = inhibition above about 5%, passing the limit was not always enough
NadD block: inhibitors of Staphylococcus aureus NadD | inhibition, % at 20 µM | 360,000 compounds, 0.78% hits | purified NadD enzyme, colorimetric absorbance read-out; in the data active = inhibition above about 26%; also: some compounds past the cut are filed as inactive
Scp1 inh: Scp-1 (human) phosphatase inhibition; Q9GZU7; Recombinant Scp1, phosphopeptide, malachite green phosphate absorbance; inhibition, % at 20 µM; 340,000 compounds, 0.88% hits; AID 493091;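 active = inhibition above about 50% at 20 µM, limit read from the data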;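 also: plate controls were DMSO wells with enzyme for no effect and wells lacking enzyme for full effect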
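assay system = SCP-1 phosphatase catalytic domain, residues 76-261 | buffer or medium = 50 mM Tris acetate pH 5.5, 0.005% Tween-20, 10 mM MgCl2 | incubation = enzyme reaction 45 min at room temperature, colour 5 min, stabilisation 30 min | signal = Phosphate-binding colour reagent, absorbance read at 630 nm | measure = % inhibition at 20 µM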
SUMO1-SIM PPI: modulators of human SUMO1-mediated protein-protein interactions; P63165; SUMO1 binding to a labelled peptide, TR-FRET, 1 h; inhibition, % at 20 µM; 360,000 compounds, 0.33% hits; AID 602429; in the data active = inhibition above about 37%
Neddyl block: cullin neddylation inhibition. AID 651699. P61081+Q13564. TR-FRET cullin neddylation, biochemical. calls only at 25 µM. 360,000 compounds, 0.58% hits; in the data active = inhibition above about 36%
* marks the source's active call; other numbers are inactive results; i = inactive; nt = no result given.

SMILES | LMPTP inh | Rpn11 inh | DNMT1 inh | CSN inh | STEP inh | Rin1 Abl inh | NadD block | Scp1 inh | SUMO1-SIM PPI | Neddyl block
CCN(CC)CCCNC(CC(=O)Nc1cccc([N+](=O)[O-])c1)C(=O)O (stereo not drawn) | -7.1 | i | -3 | 1 | 2 | -1 | -20 | -5 | -13 | i
CCCCCn1nnnc1C1(C)CCC(=O)N1Cc1ccco1 (stereo not drawn) | -0.8 | nt | nt | 6 | nt | nt | nt | nt | 4 | i
Cc1cc(C(=O)N2CCCC(CCC(=O)N3CCN(c4ccccn4)CC3)C2)c(C)o1 (stereo not drawn) | -1.1 | i | 0 | -4 | 4 | 0 | -1 | -7 | 4 | i
COc1ccc(-n2ncc3c(SCC(=O)N4CCN(c5ccccc5OC)CC4)ncnc32)cc1 | 2.4 | i | -1 | 2 | -1 | 1 | -2 | -1 | -2 | i
Cc1sc2nc(SCC(=O)N(C)c3ccccc3)n(C)c(=O)c2c1C | 1.2 | i | 0 | 0 | 0 | 1 | -2 | -3 | 8 | i
Cc1ccc(NC(=O)c2ccc(OCc3c(C)noc3C)cc2)c(C)c1 | -0.9 | i | 1 | -9 | 8 | 2 | -1 | -10 | 5 | i
COC(=O)c1sccc1Oc1ccc(Cl)cc1N1C(=O)CCC1=O | 0.0 | i | -2 | 5 | -1 | 1 | 6 | -9 | 2 | i
COCCN(C(=O)c1ccco1)c1nnc(-c2ccc(F)cc2)s1 | -0.3 | i | 4 | 2 | -1 | 1 | -6 | 7 | 2 | i
COc1ccccc1N1CCN(CCN2C(=O)C3CCCN3C2=O)CC1 (stereo not drawn) | -1.6 | i | 0 | 0 | -1 | 2 | 0 | -7 | -3 | i
COc1ccccc1CCC(=O)N(CCC1=CCCCC1)c1c(N)n(Cc2ccccc2)c(=O)[nH]c1=O | 1.1 | i | 0 | 3 | -6 | 2 | 4 | 4 | 1 | i

Rewritten with two lines to a compound: entries from further up
Each structure is followed by: LMPTP inh	Rpn11 inh	DNMT1 inh	CSN inh	STEP inh	Rin1 Abl inh	NadD block	Scp1 inh	SUMO1-SIM PPI	Neddyl block
COc1ccccc1N1CCN(CCN2C(=O)C3CCCN3C2=O)CC1 (stereo not drawn)
    -1.6	i	0	0	-1	2	0	-7	-3	i
CCCCCn1nnnc1C1(C)CCC(=O)N1Cc1ccco1 (stereo not drawn)
    -0.8	nt	nt	6	nt	nt	nt	nt	4	i
CCN(CC)CCCNC(CC(=O)Nc1cccc([N+](=O)[O-])c1)C(=O)O (stereo not drawn)
    -7.1	i	-3	1	2	-1	-20	-5	-13	i
COCCN(C(=O)c1ccco1)c1nnc(-c2ccc(F)cc2)s1
    -0.3	i	4	2	-1	1	-6	7	2	i

Next part
SMILES | LMPTP inh | Rpn11 inh | DNMT1 inh | CSN inh | STEP inh | Rin1 Abl inh | NadD block | Scp1 inh | SUMO1-SIM PPI | Neddyl block
Cc1cc(NS(=O)(=O)c2ccc(NC(=O)c3c(F)c(F)c(F)c(F)c3F)cc2)nc(C)n1 | -1.3 | i | 0 | 1 | 2 | -3 | -2 | -6 | 9 | i
COc1cccc(NC(=O)CCNS(=O)(=O)c2ccc(Br)s2)c1 | -0.8 | i | 0 | 0 | -2 | 5 | -6 | 1 | -2 | i
O=C(c1ccc(CN2CCc3ccccc3C2)cc1)N1CCc2ccccc2C1 | -0.4 | i | -4 | 0 | 2 | -2 | 2 | -2 | 1 | i
Cc1cc(C(=O)NC(C)CCc2ccccc2)ccc1[N+](=O)[O-] (stereo not drawn) | -1.1 | i | 1 | -1 | 1 | 3 | -8 | -3 | -15 | i
O=C(CN1C(=O)NC2(CCCC2)C1=O)N1CCN(C(=O)c2ccco2)CC1 | -2.0 | i | -1 | -2 | 0 | 0 | -2 | 6 | 4 | i
CCOCc1c(C(=O)N2CCN(CCOc3ccc(Cl)cc3)CC2)oc2ccccc12 | 1.4 | i | -4 | 5 | 0 | 3 | -1 | -5 | 0 | i
CNCC(=O)Nc1ccc(Cl)c(C(F)(F)F)c1 | -1.2 | i | 2 | 0 | -1 | 4 | 1 | 3 | 2 | i
CCCS(=O)(=O)N1CCN(C(=O)COc2ccccc2)CC1 | -1.1 | i | 1 | 2 | -5 | 2 | -2 | -10 | 10 | i
O=C(NCc1ccco1)C(c1ccco1)N(CCc1ccccc1)C(=O)Cn1nnc2ccccc21 (stereo not drawn) | -0.8 | i | -4 | 0 | -3 | -3 | -5 | -12 | 1 | i
Clc1ccccc1-c1nnc(-c2cccs2)o1 | -1.5 | i | 5 | 5 | 1 | -2 | -11 | -2 | -5 | i

Copied from the list:
CNCC(=O)Nc1ccc(Cl)c(C(F)(F)F)c1 in STEP inh = -1
O=C(CN1C(=O)NC2(CCCC2)C1=O)N1CCN(C(=O)c2ccco2)CC1 in DNMT1 inh = -1

Following part
SMILES | LMPTP inh | Rpn11 inh | DNMT1 inh | CSN inh | STEP inh | Rin1 Abl inh | NadD block | Scp1 inh | SUMO1-SIM PPI | Neddyl block
O=C(Cn1cnc2c(NCc3ccccc3)ncnc21)NCC1CCCO1 (stereo not drawn) | -1.6 | i | 3 | 3 | -3 | -3 | -5 | 4 | 6 | i
CCOc1cc(C)c(S(=O)(=O)NC2CC(C)(C)NC(C)(C)C2)cc1C | -1.0 | i | -3 | 1 | 1 | 5 | -1 | -2 | -1 | i
Cc1ccc2c(c1)N(CCC(=O)NCCCN1CCCC1)C(=O)CO2 | -4.4 | i | -1 | 0 | 1 | 5 | 0 | -4 | -2 | i
COc1ccc(C(=O)C(CCCCC(CN(C)C)C(=O)c2ccc(OC)cc2)CN(C)C)cc1 (stereo not drawn) | -2.1 | i | -2 | -3 | -8 | 1 | -7 | -2 | 2 | i
COc1ccc(NC(=O)CN2C(=O)COc3ccc(C)cc32)c(OC)c1 | -0.5 | i | 4 | 4 | 72* | 4 | -7 | -7 | 2 | i
Cc1ccc(CNC(=O)C2CCCN2C(=O)NCc2ccccc2)cc1 (stereo not drawn) | 0.2 | i | 2 | -1 | -2 | -2 | -2 | -8 | -6 | i
COc1ccc(CC(=O)OCc2nnc(-c3ccccc3)o2)cc1 | 0.5 | i | -3 | -1 | -5 | 1 | -11 | -1 | 0 | i
COc1ccc(CCN(C)C(=O)C2CC(=O)N(Cc3ccc(C)cc3)C2)cc1OC (stereo not drawn) | -6.9 | i | -7 | -6 | 3 | 2 | 1 | -5 | -52 | i
CCOC(=O)C1=CCN(S(=O)(=O)c2ccccc2C(=O)OC)C1c1ccc(Cl)cc1 (stereo not drawn) | -0.5 | i | -9 | -6 | 2 | 3 | -8 | nt | 5 | i
CC(C)CNC(=O)c1coc(=O)c(Br)c1 | -0.6 | i | -1 | 7 | -2 | 1 | 6 | 0 | -19 | i
CCCN(C)C1CN(Cc2cn(Cc3cccc(Cl)c3)nn2)S(=O)(=O)C1 (stereo not drawn) | -1.5 | nt | nt | -3 | nt | nt | -2 | nt | 4 | i
COC(=O)c1noc(C)c1-c1ccnn1C(=O)c1ccc(Cl)cc1 | -0.8 | i | 3 | 6 | -1 | -2 | -9 | 1 | 14 | i
COc1ccc(-c2nc(CS(=O)(=O)CC(=O)NC3CCCCCC3)c(C)o2)cc1 | -0.9 | i | 1 | 2 | -1 | -2 | -2 | -2 | 1 | i
CSc1nc(C)cc(-n2ccc(=O)[nH]c2=O)n1 | -0.4 | i | 4 | 6 | 7 | 4 | 3 | 1 | 3 | i
Cc1nnc(NC(=O)c2cc(-c3ccco3)nc3ccccc23)s1 | 27 | i | 96* | 41 | 21 | -3 | 15 | nt | 25 | i
CC(C)CNC(=O)C1(C)CCCCCN1C(=O)c1cccnc1 (stereo not drawn) | 0.9 | i | 4 | -3 | 1 | 1 | -2 | nt | -6 | i
COc1ccc(OC)c2cc3ccccc3cc12 | 5.4 | i | 50 | -24 | 3 | 12 | 7 | 10 | -20 | i
Cc1cc2oc(=O)cc(CN3CCN(Cc4ccc5c(c4)OCO5)CC3)c2cc1C | 1.4 | i | 1 | -7 | 0 | 0 | -6 | -5 | -3 | i
CCOc1ccc(C(=O)NC(C(=O)NCC2CCCO2)C(C)C)cc1 (stereo not drawn) | -1.6 | i | -1 | 1 | 2 | 1 | -5 | 9 | -6 | i
COc1ccc(NC(=O)c2ccccc2NS(=O)(=O)c2ccc(C)cc2)c([N+](=O)[O-])c1 | 0.5 | i | -7 | 0 | 2 | -2 | 3 | -17 | -12 | i
COc1ccccc1C(=O)Nc1cccnc1 | -1.0 | i | -3 | -15 | 3 | 3 | 2 | -3 | -3 | i
CC(=O)Nc1ccc(NC(=O)c2c(-c3ccccc3Cl)noc2C)c(C)c1 | -2.5 | i | 2 | 2 | -4 | 2 | 0 | -4 | 2 | i
COc1cc(C2c3sc(=O)[nH]c3SC3C(=O)N(c4ccc(Br)cc4)C(=O)C32)ccc1O (stereo not drawn) | 0.2 | i | -3 | 1 | -4 | 1 | -4 | -17 | -6 | i
O=C(Nc1ccc(F)cc1)NC1CCCCC1 | -1.6 | i | 2 | -4 | -1 | 4 | -3 | -1 | 1 | i
Cc1ccc(S(=O)(=O)N2CCCCC2CCNC(=O)C(=O)NC2CCCC2)cc1 (stereo not drawn) | -1.0 | i | 2 | -7 | 1 | 2 | -3 | 0 | 5 | i
O=C(c1ccccc1)N1CCN(S(=O)(=O)c2ccccc2)CC1 | -0.2 | i | 2 | 0 | -3 | -2 | -2 | -16 | 1 | i
COc1ccc(C(=S)Nc2ccc(C)cc2)cc1 | 1.8 | i | -2 | 3 | 4 | -2 | 0 | -7 | 0 | i
O=C(C=Cc1ccccc1)Nc1ccccc1 | 0.5 | i | 7 | 1 | -1 | 2 | -5 | 19 | -10 | i
CC(C(=O)Nc1cccc([N+](=O)[O-])c1)N1CCN(C/C=C/c2ccccc2)CC1 (stereo not drawn) | -0.4 | i | -1 | 0 | -2 | -1 | -7 | -2 | -17 | i
CCC1CN(C(=O)N2CCC(C(=O)NCc3cccc(F)c3)CC2)c2ccccc2O1 (stereo not drawn) | -0.3 | i | 4 | -1 | -4 | 1 | -6 | -6 | 3 | i
O=[N+]([O-])c1ccccc1/C=C/CN1CCN(Cc2ccc3c(c2)OCO3)CC1 | -1.3 | i | 5 | -1 | -2 | -1 | -4 | 9 | -12 | i
Cc1ccsc1C(=O)NNC(=O)C1CCCCC1C(=O)O (stereo not drawn) | -0.5 | i | 3 | 4 | 1 | 1 | -3 | -7 | -1 | i
CCCn1c(=S)[nH]c2cc(Cl)ccc21 | -2.1 | i | 1 | 1 | 9 | -4 | 0 | -11 | -1 | i
CN(C)C(CNS(=O)(=O)c1ccc(Cl)cc1)c1cccnc1 (stereo not drawn) | -1.4 | i | 2 | -1 | 0 | -4 | -1 | 42 | 0 | i

Compound activity: PubChem, several laboratories
